HSF-1 act: increases HSF-1 driven luciferase reporter signal | activation, % at 9 µM | NIH3T3-HGL HSF-1 luciferase reporter, MG132, 8 h; 100% = twice DMSO control signal | 300,000 tested, 1.7% active;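 active = mean replicate activation of at least 50% with a set share of replicates each reaching 50%; inconclusive = only one of those two conditions met; inactive = mean below 50% and too few replicates reaching it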;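 note: 0% = median of the neutral control wells and 100% = twice that signal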
aSyn UTR inh: MLPCN primary screen, SNCA 5' untranslated region; alpha-synuclein 5'UTR reporter, inhibitor activity; inhibition, % (tested at 7.5 µM); 300,000 tested, 0.82% active; AID 1813; in the data active = inhibition above about 60%; inconclusive = no clear call, values can overlap the other calls;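 note: H4 neuroglioblastoma cells stably carrying SNCA 5'UTR luciferase fusion; 0% = DMSO wells and 100% = positive control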
HIF act: HIF pathway transcriptional activation. AID 1910. U2OS HRE-luciferase reporter, luminescence; normalized: DMSO 0%, desferrioxamine 100%. 300,000 tested, 0.32% active. activation, % at 7.5 µM (by protocol);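 active = mean activation of at least 10% of the iron chelator positive control signal, with at least half of replicates also reaching 10%; inconclusive = mean and replicate majority disagree about reaching 10%; inactive = mean and most replicates under 10%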
GSK3A inh: human GSK-3 alpha kinase inhibition | P49840 | AID 2650 | 320,000 tested, 0.1% active | ADP-Glo luminescence, 60 min | inhibition, % at 10 µM;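 in the data active = inhibition above about 50%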;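 note: GST-tagged GSK-3 alpha with peptide substrate and 25 µM ATP; 0% = DMSO neutral wells and 100% = GW8510 positive control wells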
Target sequence (P49840 whole entry, looked up): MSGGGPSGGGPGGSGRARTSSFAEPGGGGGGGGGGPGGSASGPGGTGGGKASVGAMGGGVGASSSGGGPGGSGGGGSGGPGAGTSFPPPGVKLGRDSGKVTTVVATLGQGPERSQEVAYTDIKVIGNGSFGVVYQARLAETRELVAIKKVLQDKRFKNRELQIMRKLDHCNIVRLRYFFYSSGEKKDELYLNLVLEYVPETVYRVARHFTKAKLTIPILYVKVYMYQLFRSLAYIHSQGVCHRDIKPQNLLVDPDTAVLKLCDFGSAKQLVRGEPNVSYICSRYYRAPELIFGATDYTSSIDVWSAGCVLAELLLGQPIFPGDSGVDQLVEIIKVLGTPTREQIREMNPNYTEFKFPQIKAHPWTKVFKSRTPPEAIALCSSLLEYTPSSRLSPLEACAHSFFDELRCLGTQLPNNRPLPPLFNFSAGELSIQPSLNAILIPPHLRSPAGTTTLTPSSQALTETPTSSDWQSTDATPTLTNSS
HSF1 inh: HSF1 inhibition. NIH3T3-HGL HSE-luciferase, MG132-induced, luminescence 8 h; stronger effect = lower value. activity change, negative = inhibition, % at 7.5 µM (by protocol). 300,000 tested, 0.77% active;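 active = more than half of replicate wells show activity change below -50%, luminescence cut by over half; inconclusive = some wells, but at most half, below -50%; inactive = no replicate well below -50%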;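 note: luciferase reports HSF-1 transcriptional activity via heat shock element; 0% = median of DMSO wells and -100% = zero luminescence signal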
KLF5 inhibitor: inhibitors of KLF5 expression; DLD-1 KLF5 promoter-luciferase reporter, luminescence; inhibition, % at 5 µM; 290,000 tested, 0.23% active;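 active = inhibition above a per-plate limit of that plate's mean compound inhibition plus 3 SD, cut at about 60% in these data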;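 note: 0% = DMSO wells and 100% = LY294002 at 200 µM; higher means less KLF5 promoter-driven luciferase light; inactives centre near -14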
GSK3B inh: human GSK3beta kinase inhibition. P49841. GST-GSK3beta kinase, ADP-Glo luminescence, 60 min; stronger effect = lower value. activity score (negative = inhibition), % at 10 µM. 300,000 tested, 0.038% active. AID 2097;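 active = more than half of replicate wells score below -50%, meaning over 50% inhibition versus plate controls; inconclusive = some replicates but at most half score below -50%; inactive = no replicate scores below -50%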;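 note: 0% = median DMSO wells and -100% = median GW8510 positive control wells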
Target sequence (P49841 whole entry, looked up): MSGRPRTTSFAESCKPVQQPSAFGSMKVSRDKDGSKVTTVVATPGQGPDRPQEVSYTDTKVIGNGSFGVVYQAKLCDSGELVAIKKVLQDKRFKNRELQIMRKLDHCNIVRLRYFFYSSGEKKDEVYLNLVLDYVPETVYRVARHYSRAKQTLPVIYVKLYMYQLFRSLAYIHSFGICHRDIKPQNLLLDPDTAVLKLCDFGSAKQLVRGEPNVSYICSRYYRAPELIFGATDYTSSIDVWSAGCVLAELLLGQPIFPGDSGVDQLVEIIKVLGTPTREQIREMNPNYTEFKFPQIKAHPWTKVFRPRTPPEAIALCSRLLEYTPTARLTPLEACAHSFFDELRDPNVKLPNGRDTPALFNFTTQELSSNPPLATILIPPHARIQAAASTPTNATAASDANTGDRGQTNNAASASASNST
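Test system: GST-fused GSK3beta enzyme, cell-free | Quantity: 1.6 ng GST-GSK3beta enzyme per well | Reagent: 25 µM ATP with peptide substrate | Schedule: 60 min enzyme reaction, room temperature | Signal: Luminescent ADP-Glo measurement of ADP formed | Read-out basis: Score relative to plate controls | Control set: DMSO and 20 µM GW8510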
HSP90 refold inh: HSP90 refolding inhibition in rabbit reticulocyte lysate; luciferase refolding luminescence, 3 h; inhibition, % at 5.6 µM; 290,000 tested, 0.91% active; AID 1789;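 active = inhibition above the screen-wide mean plus 3 SD, computed separately per campaign, cut at about 16% in these data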;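 note: 0% = DMSO wells and 100% = 60 µM geldanamycin wells; inhibitors lower the luminescence because luciferase stays unfolded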
IEC-6 cytotox: kills IEC-6 intestinal cells in KLF5 counter-screen; IEC-6 cytotoxicity, luminescence viability; inhibition, % at 5 µM; 290,000 tested, 0.78% active; AID 1825; in the data active = inhibition above about 22%;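 note: 0% = plate median of test compound wells and 100% = cytotoxic reference compound wells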
AI-2 QS modul: Vibrio harveyi AI-2 quorum sensing modulation | Vibrio harveyi JMH597 AI-2 luminescence/OD600 ratio, 9 h; stronger effect = lower value; strain lacks LuxN and CqsS sensors; 0 = neutral-control median | activity change, % at 7.5 µM | 300,000 tested, 0.4% active | AID 2094; in the data active = activity change below about -75%, passing the limit was not always enough; inconclusive = no clear call, values can overlap the other calls;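 note: luminescence divided by OD600 gain over 9 h not by final OD600 alone; inactives centre near 13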
* hit, by the source's call; ? = inconclusive; · = no result given.

no.	Structure	HSF-1 act	HSF1 inh	KLF5 inhibitor	AI-2 QS modul	GSK3B inh	GSK3A inh	HIF act	HSP90 refold inh	IEC-6 cytotox	aSyn UTR inh
1	Cc1nc(C)n(C(C)CNC(=O)c2cccc(Br)c2)n1 (centres undefined)	0.4	-4.7	-42.4	6.8	2.5	-1.2	1.7	-1.5	-2.6	4.1
2	Nc1nc(SCCO)[nH]c(=O)c1NC(=O)c1ccccc1F	0.1	-5.8	-12.3	34.2	-3.3	12.8	-0.1	0.4	-0.5	-11.5
3	CCc1nnc(NC(=O)c2ccc(S(=O)(=O)N3CCCC(C)C3)cc2)s1 (centres undefined)	2.2	-2.9	-44.6	14.6	1.1	-1.5	-0.2	3.2	2.6	19.6
4	CSc1nc(C)c(C(=O)C[n+]2ccccc2)cc1C#N	14.9	6.4	7.0	14.3	-2.4	1.1	0.1	3.7	-8.4	-2.8
5	Cc1ccc(S(=O)(=O)N2CCCCCC2)cc1C(=O)NCc1ccccn1	13.9	4.4	8.6	24.6	4.9	-3.1	0.2	-3.2	-1.4	10.2
6	COc1ccc(OCC(=O)N2CCC3(CC2)CC(=O)c2ccccc2O3)cc1	7.6	-3.1	·	24.5	2.5	0.4	-11.3	·	·	8.2
7	COc1ccc(S(=O)(=O)Cc2ccc(C(=O)NCc3ccc(C)cc3)o2)cc1	-7.4	1.0	-11.8	·	1.6	-1.5	-0.3	-4.2	8.2	3.2
8	CCOC(=O)c1c(NC(=O)N/N=C/c2ccccc2OCC)sc(C(C)=O)c1C	2.7	-8.4	-20.3	17.3	-3.4	·	0.2	5.8	-1.9	23.9
9	O=C(Nc1c(F)cccc1F)C1CCN(C(=O)c2cccs2)CC1	3.5	-6.8	-16.0	8.1	-2.3	1.0	-1.3	1.4	7.8	-3.5
10	CCN(c1cccc(C)c1)S(=O)(=O)c1ccc2c(c1)NC(=O)CS2	9.6	4.1	4.1	14.4	0.9	-1.4	0.2	3.8	-8.3	20.5
11	O=C(/C=C1\NC2(CCCC2)Cc2ccccc21)N1CCOCC1	7.8	3.3	-49.6	16.6	1.5	-0.8	-0.1	1.3	-0.6	3.8
12	CC1(C)CC(=O)C(C=Nc2ccccc2)=C(O)C1	41.6	31.5	-9.7	28.3	2.0	-4.1	-0.1	0.3	0.9	-29.0
13	COc1cc(NC(=O)COC(=O)c2ccc(S(=O)(=O)N3CC(C)CC(C)C3)cc2)c(C)cc1[N+](=O)[O-] (centres undefined)	10.7	-8.5	-16.6	16.2	1.7	1.3	-0.5	5.4	10.3	12.1
14	Cc1ccc(S(=O)(=O)NNC(=O)C(O)(c2ccccc2C)c2ccccc2C)cc1	11.1	12.2	5.4	27.7	2.3	-3.1	0.3	-0.2	-5.0	5.9
15	CC(C)(C)NS(=O)(=O)c1ccc(CCC(=O)NCc2cccnc2)cc1	-2.1	-3.7	16.4	32.0	0.1	-4.9	0.2	4.7	3.3	3.2
16	COc1ccc(CCNS(=O)(=O)c2ccc(Cl)cc2)cc1OC	46.9	5.0	-25.5	14.9	0.8	-1.6	-7.4	-1.6	-3.2	19.8
17	Cc1cc(Nc2ccc(Br)cc2)nc2ccccc12	0.9	8.4	·	43.8	-5.5	1.4	2.6	·	·	-83.2
18	O=C(c1ccc(CS(=O)(=O)Cc2ccccc2)cc1)N1CCCCC1	3.3	1.0	-20.5	10.9	4.4	-2.1	0.3	-5.2	-1.5	-9.0
19	CCNC(=S)Nc1cc(C)ccn1	1.3	-1.6	11.9	27.6	-0.1	0.1	0.9	-0.3	4.9	10.0
20	CCCNc1nc2c(c(=O)n(C)c(=O)n2C)n1Cc1ccc(F)cc1	10.2	-3.6	-11.0	5.3	-2.0	0.1	-0.1	0.9	6.5	20.0
21	Clc1ccc2c(c1)C(C1=NCCN1)c1ccccc1CS2 (centres undefined)	0.5	-4.9	80.2*	21.0	-0.5	1.2	-0.8	6.4	65.8*	78.7*
22	CC1(NC(=O)Cc2ccc(S(=O)(=O)N3CCOCC3)s2)CCS(=O)(=O)C1 (centres undefined)	-0.6	4.3	·	1.7	5.0	-2.0	-0.2	·	·	-7.8
23	CCCCN(C)CCNC(=O)C1CCN(S(=O)(=O)c2cccc3nsnc23)CC1	-7.5	-5.9	15.9	14.1	-2.2	-1.2	0.4	3.7	0.1	-12.7
24	CNS(=O)(=O)c1cccc(C(=O)OCC(=O)Nc2ccc(OC)cc2[N+](=O)[O-])c1	30.9	27.9	-2.5	24.6	-0.3	-1.8	0.7	-2.2	-2.4	-18.2
25	CCOc1ccc(NS(=O)(=O)c2ccc3c(c2)n(C)c(=O)n3C)cc1	1.4	-2.8	-25.9	18.0	-0.9	-2.3	0.8	1.6	12.2	5.8
26	Cc1nc(C(=O)Nc2ccc(F)cc2)nn1-c1ccc([N+](=O)[O-])cc1	-0.5	-0.3	-31.7	-11.5	-1.5	-4.2	-0.5	2.7	7.8	14.5
27	C=CCn1c(SCC(=O)Nc2ccc3c(c2)OCCO3)nnc1-c1ccccn1	7.0	-7.1	-3.6	7.1	4.3	-2.4	0.1	-2.8	1.6	11.1
28	CCC(c1nnnn1Cc1ccco1)N(CCc1ccccc1)Cc1cc2cc(C)ccc2[nH]c1=O (centres undefined)	10.4	21.2	·	10.4	2.0	-1.5	-0.1	·	·	11.9
29	CCOC(=O)NNc1ccc2nonc2c1[N+](=O)[O-]	13.9	-1.0	4.4	-91.9*	-1.3	2.6	-0.9	10.5	-7.5	-8.8
30	O=C(CSc1nc(=O)n2ccccc2n1)NCc1ccccc1Cl	-8.4	-1.4	·	42.7	-0.4	-0.3	-0.2	·	·	-6.9
31	Cc1cc(Cl)ccc1OC(C)C(=O)NCCc1ccc2c(c1)OCCO2 (centres undefined)	7.9	1.0	-15.8	19.3	-2.1	-1.8	0.0	-1.0	-3.7	7.6
32	COc1cccc(/C=C2\SC(N3CCC(C)CC3)=NC2=O)c1OC	1.2	14.2	4.6	27.3	-1.5	0.5	-0.4	1.1	1.4	-26.7
33	Nc1c(Sc2ccccc2)c(=O)[nH]c(=O)n1Cc1ccccc1	-5.8	-3.0	4.4	27.5	-0.6	9.1	-0.1	-1.8	-8.9	28.8
34	CC(C)n1c(SCC(=O)NCc2ccco2)nc2c1c(=O)n(C)c(=O)n2C	30.5	7.8	-39.8	3.1	-6.2	2.6	0.0	3.0	3.1	29.6
35	CC1=C(C)CC(C(=O)Nc2nc(-c3ccc(F)cc3)c(C)s2)C(C(=O)O)C1 (centres undefined)	-1.5	-7.4	-8.2	-0.1	2.3	-6.1	0.2	-1.8	0.8	14.9
36	COc1ccccc1Oc1ccc(NC(=O)c2ccccc2C)cc1	28.7	11.3	-46.2	11.3	1.6	·	-0.4	-1.8	-2.0	-4.4
37	COc1ccc(NC(=O)C(NC(C)=O)C(=O)Nc2ccc(F)cc2)cc1 (centres undefined)	7.0	-3.0	-19.0	26.8	-0.3	-0.4	-8.8	-1.2	1.8	12.6
38	COc1cc(CNCCC2CCOC(C)(C)C2)ccc1O (centres undefined)	-9.5	-0.1	-10.0	10.5	0.8	0.8	-0.5	3.6	4.8	-1.7
39	Cc1cc(C#N)c(C)c(SCc2[nH]nc3c2C(c2ccccc2)C(C#N)=C(N)O3)n1 (centres undefined)	-2.1	-1.7	4.1	6.0	2.7	1.2	-0.7	4.3	1.6	-10.4
40	CCOc1ccc(-n2ccnc(SCC(=O)Nc3ccc(OC)cc3OC)c2=O)cc1	-11.7	0.9	·	-1.1	-2.0	·	-0.3	·	·	22.2
41	CCOC(=O)C1=C(COC(=O)/C=C/c2cccc(Cl)c2)NC(=O)NC1C (centres undefined)	20.0	11.7	·	-7.1	2.3	-0.8	-0.4	·	·	-12.9
42	NS(=O)(=O)c1ccc(CNC(=O)c2sccc2-c2ccccc2)cc1	-1.5	1.6	-14.3	17.8	-4.6	-0.3	-0.4	-5.5	-4.8	8.4
43	CC(C)OC(=O)c1ccc2nc3ccccc3nc2c1	41.7	18.1	-150.0	-5.0	-0.4	0.6	2.0	8.7	24.2*	34.8
44	c1ccc(CSc2nnc([C@@H]3CCCN3)o2)cc1	-2.6	-8.0	-19.9	16.0	0.0	0.1	0.0	-2.4	-10.4	-12.9
45	Cc1ccc(-c2nc(C#N)c(N3CCCCC3)o2)cc1	12.2	3.7	-57.8	12.1	3.1	-0.3	1.0	-1.8	0.2	-40.6
46	CCOc1ccc(NS(=O)(=O)c2ccc3[nH]cc(C(=O)NCC4CCCO4)c(=O)c3c2)cc1 (centres undefined)	14.1	4.1	-3.3	20.6	-2.5	1.6	-1.6	-0.7	-3.9	-12.2
47	C=CCNC(=O)/C(=C/c1ccco1)NC(=O)c1ccc(Br)o1	-22.4	-3.9	-15.5	6.3	0.1	0.8	0.0	4.8	1.6	1.9
48	CN(Cc1cccc(F)c1)C(=O)c1ccc2c(=O)n3c(nc2c1)CCC3	-11.2	-2.0	-28.8	5.8	-2.1	0.2	-0.9	0.3	3.9	7.5
49	CS(=O)(=O)N(CC(=O)NCc1ccc2c(c1)OCO2)c1ccc(Cl)cc1	14.2	-4.9	-3.5	30.1	2.3	-2.1	0.5	-1.2	-8.0	-21.4
50	CC(=O)OCCCNc1cc(Sc2ccc(Cl)cc2)c2nonc2c1[N+](=O)[O-]	?	42.0	8.6	36.0	3.8	-1.5	-0.6	-5.5	-15.1	8.5
51	COc1ccc(CCN=C(N)C(C)c2ccccc2)cc1OC (centres undefined)	-3.7	-5.1	-13.2	19.2	1.1	0.2	-0.1	-2.5	-8.7	18.5
52	O=C(Nc1ncc2c(n1)-c1ccccc1CC2)c1ccc(F)cc1	15.9	-5.2	12.9	-8.3	3.3	-3.4	0.0	0.3	-0.3	10.0
53	CC(=O)c1ccc(Nc2ccc(-c3ccccc3F)nn2)cc1	24.7	10.9	-174.6	30.7	2.1	-1.9	1.0	4.1	2.2	-171.8
54	CCC(C)c1ccc(C(C)NC(=S)NC2CCCCC2)cc1 (centres undefined)	19.6	2.8	6.4	18.1	-0.3	9.1	-0.1	2.8	1.0	4.8
55	CCOCCCN(C)C1CCN(C(=O)c2oc3ccccc3c2NC(=O)Cc2ccc([N+](=O)[O-])cc2)CC1	7.0	1.8	-19.1	39.8	-0.7	-0.7	1.1	-4.1	-2.7	-1.1
56	CCNc1c(NCC)c(=O)c1=O	8.9	-9.2	-9.2	-3.2	8.6	1.3	0.4	-0.3	0.2	9.7
57	CN(C(=O)c1cnccn1)c1c(N)n(Cc2ccccc2)c(=O)[nH]c1=O	-7.3	-12.1	·	13.3	-0.4	-3.1	-0.4	·	·	11.7

Screens deposited in PubChem by several laboratories.
